Screens from PubChem BioAssay.
APJ agonist = activates the human apelin receptor APJ; P35414; activation, % at 20 µM; 0.11% of 330,000 active; CHO-K1 APJ PathHunter beta-arrestin, luminescence; 0% DMSO wells, 100% apelin; AID 2520;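 active = activation more than six SD over the plate average, tested at 20 µM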;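 note: 0% = DMSO alone and 100% = apelin-13 at 10 nM; some results filed as inactive read as strong as hits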
Target sequence (P35414 whole entry, looked up): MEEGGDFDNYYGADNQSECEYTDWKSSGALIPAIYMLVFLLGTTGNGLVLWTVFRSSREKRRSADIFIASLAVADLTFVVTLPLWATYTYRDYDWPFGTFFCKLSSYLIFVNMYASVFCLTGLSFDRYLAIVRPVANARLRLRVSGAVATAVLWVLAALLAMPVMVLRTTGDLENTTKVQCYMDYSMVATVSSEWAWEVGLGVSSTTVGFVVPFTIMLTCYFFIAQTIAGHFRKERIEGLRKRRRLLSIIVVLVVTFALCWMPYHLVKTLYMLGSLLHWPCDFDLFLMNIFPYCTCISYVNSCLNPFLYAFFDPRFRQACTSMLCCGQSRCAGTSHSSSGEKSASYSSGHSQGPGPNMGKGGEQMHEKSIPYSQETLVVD
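Test system: CHO-K1 APJ beta-arrestin complementation cell line. Amount: cell density 1000 per well. Controls: DMSO negative, 10 nM Apelin-13 positive. Signal: luminescent beta-gal fragment complementation, chemiluminescent substrate. Read-out basis: agonist-driven arrestin binding to APJ. Timing: compound stimulation 90 min at 25 °C, detection 60 min.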
tim23-1 inh = tim23-1 yeast growth inhibition | S. cerevisiae tim23-1 growth, BacTiter-Glo luminescence, 24 h | inhibition, % at 20 µM | 1.3% of 330,000 active | AID 463212;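 active = growth inhibition of the mutant yeast at or above 50%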;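 note: temperature-sensitive mutant grown at 25 °C; plate controls were DMSO-treated mutant yeast for no effect and medium wells lacking yeast for full effect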
APJ antagonist = antagonists of human APJ apelin receptor | CHO-K1 APJ beta-arrestin complementation, luminescence | P35414 | AID 2521 | inhibition, % at 20 µM | 0.32% of 330,000 active;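 active = inhibition above about 40% at 20 µM, limit read from the data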;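 note: cells challenged with 10 nM apelin-13 agonist together with compound; plate controls were apelin-13 plus DMSO wells for no effect and DMSO wells lacking apelin-13 for full effect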
CHOP UPR activ = activators of apoptotic arm of unfolded protein response (CHOP) | CHO-CHOP luciferase reporter, UPR activation, luminescence; percent of tunicamycin response over DMSO baseline | activation, % at 10 µM | 0.34% of 330,000 active | AID 449763;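 active = at 10 µM dose, activation of 40% or more, normalized to positive control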;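 note: 100% = tunicamycin at 10 µg/mL and 0% = DMSO alone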
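Assay system: CHO cells with stable CHOP pathway luciferase reporter; Buffer or medium: F12 plus 10% serum; Times: 16-18 h cell attachment, then 6 h compound exposure, 37 °C; Signal: luciferase luminescence; Read-out basis: percent activation relative to tunicamycin control; Control set: tunicamycin high control, DMSO low control.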
697 NFkB inh = inhibitors of the PMA/ionomycin-induced NF-kB reporter in 697 B cells | 0.33% of 330,000 active | 697 B-cell NF-kB luciferase reporter, 16 h | AID 435022 | inhibition, % at 4 µM; in the data active = inhibition above about 35%
Mdm2 MdmX PPI = inhibitors of human Mdm2/MdmX interaction | O15151+Q00987 | 3% of 330,000 active | inhibition, % at 8 µM | SaOS-2 split-luciferase Mdm2/MdmX complementation, luminescence | AID 485346;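 active = inhibition of at least 50% at 8 µM in the primary screen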
UPR XBP1 act = activators of adaptive arm of unfolded protein response (XBP1); CHO-XBP1 luciferase reporter, IRE1-XBP1 UPR activation, luminescence; percent of tunicamycin response, DMSO as zero; activation, % at 20 µM; 0.33% of 330,000 active; AID 463104;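 active = versus positive control, 20 µM dose yields 30% or more activation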;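 note: 100% = tunicamycin at 10 µg/mL and 0% = DMSO only wells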
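Material: CHO cell line with stable XBP1 luciferase reporter; schedule: 16-18 h cell attachment at 37 °C, then 6 h compound exposure; signal: glow luminescence from Steady-Glo reagent; medium: serum-containing F12 medium, 10% FBS; benchmarks: tunicamycin 10 µg/mL and vehicle-only wells; read-out: percent activation relative to tunicamycin reference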
Jurkat NFkB inh = inhibitors of the PMA/ionomycin-induced NF-kB reporter in Jurkat cells; PMA/ionomycin-induced NF-kB luciferase reporter, luminescence; inhibition, % at 4 µM; 0.53% of 330,000 active; in the data active = inhibition above about 50%
An asterisk follows results filed as active.

| Molecule | APJ agonist | tim23-1 inh | APJ antagonist | CHOP UPR activ | 697 NFkB inh | Mdm2 MdmX PPI | UPR XBP1 act | Jurkat NFkB inh |
| --- | --- | --- | --- | --- | --- | --- | --- | --- |
| O=C(Nc1ccccc1)c1nn(-c2cccc(C(F)(F)F)c2)ccc1=O | -1 | -46 | 2 | 1.7 | 10 | 28 | -5 | 5 |
| COc1ccc(C)cc1NC(=O)CCS(=O)(=O)c1cc2c(cc1Cl)NC(=O)CO2 | 1 | -8 | -11 | -0.7 | 16 | 12 | -1 | -2 |
| CCn1cc(CN2CCC(n3nccc3NC(=O)C3CCCC3)CC2)c(C)n1 | -5 | -11 | -22 | -0.8 | 21 | 27 | -5 | -7 |
| CC(C)Nc1nc(NC(C)C)nc(N(C)n2cnnc2)n1 | 1 | -6 | 12 | 0.5 | 21 | 18 | -2 | 0 |
| O=C(c1ccc2c(=O)n(Cc3ccc(Cl)cc3)c(=S)[nH]c2c1)N1CCOCC1 | 1 | 9 | 19 | -6.1 | -35 | 3 | -9 | 18 |
| COc1ccc(C2C(C(=O)N3CCCCC3)CC(=O)N2c2ccc(OC)cc2)cc1 (centres undefined) | 0 | 11 | -11 | 3.4 | -4 | 16 | 0 | 3 |
| CCOC(=O)c1nn(-c2ccc(Cl)cc2Cl)c(=N)c(C#N)c1C | 2 | 24 | -25 | -0.2 | 15 | 21 | -1 | 19 |
| COC(=O)c1cc(C)cc(=O)o1 | 1 | 3 | 15 | -1.1 | -7 | 1 | -1 | 3 |
| O=C(O)c1cc([N+](=O)[O-])c(NCc2cccnc2)c([N+](=O)[O-])c1 | 1 | 1 | -17 | -1.7 | -2 | 0 | -3 | -9 |
| Cc1cccn2c(=O)c3cc(C(=O)N4CCCCC4)sc3nc12 | 5 | 13 | 4 | 4.2 | -24 | 3 | 1 | -19 |
| Cc1cc(NC(=S)N(Cc2ccc(Br)cc2)Cc2ccc(C(=O)O)cc2)ccc1Cl | -2 | 35 | -12 | -1.6 | 11 | -6 | -6 | 5 |
| COc1ccc2c(c1)C1(C)CC(C)(C)N2C(=O)N1c1ccccc1 (centres undefined) | -2 | 48 | 18 | 1.3 | 6 | 11 | -4 | -2 |
| O=C(COC(=O)c1nc(Cl)ccc1Cl)Nc1ncc(Cl)cc1Cl | -2 | 0 | -5 | -0.3 | 9 | 28 | -2 | 0 |
| CN(Cc1cn(C)c2ccccc12)C(=S)Nc1cc(F)cc(F)c1 | -2 | 28 | -23 | -1.5 | 0 | 7 | -2 | 1 |
| CCSCCOC(=O)C1=C(C)NC(=O)NC1c1ccccc1 (centres undefined) | -2 | -8 | 4 | -1.4 | 7 | 6 | 0 | 9 |
| COC(=O)CC1=NN(c2nc3ccccc3s2)C(=O)/C1=C/N(C)C | 0 | 16 | -11 | 1.2 | 8 | -33 | -2 | -36 |
| CCOC(=O)c1ccccc1NC(=O)c1ccccc1NS(C)(=O)=O | -1 | 32 | 15 | -0.4 | -10 | -7 | -4 | -8 |
| Cc1ccccc1OCC(=O)NNC(=O)CCN1C(=O)c2ccccc2C1=O | -3 | 2 | -14 | 0.0 | 8 | 18 | -2 | 0 |
| CC(=O)c1ccc(-n2c(-c3cc(-c4ccsc4)n[nH]3)n[nH]c2=S)cc1 | 1 | -10 | -18 | 0.8 | 15 | -3 | -1 | 3 |
| Cc1c(NS(C)(=O)=O)cccc1-c1nc2cccnc2s1 | -1 | 17 | -6 | -0.1 | -15 | -17 | 0 | 3 |
| CCCCNC1C(CC)C(CCC)C(C#N)(C#N)C1(C#N)C#N (centres undefined) | 0 | 23 | 15 | 74* | 33 | 61* | -8 | 37 |
| CCOc1ncccc1C(=O)OCC(=O)Nc1cc(S(=O)(=O)N(CC)CC)ccc1C | -3 | 2 | 5 | 0.4 | 6 | 6 | -3 | -8 |
| CC(/C=N/Nc1nc(N2CCCCC2)nc(N2CCCCC2)n1)=C\c1ccccc1 | -1 | 26 | 2 | -0.3 | -4 | 27 | -2 | -2 |
| Cc1nn(C)c(Cl)c1CN1CCCC(C(=O)Nc2ccc(-c3cscn3)cc2)C1 (centres undefined) | 0 | 9 | 0 | -0.1 | -21 | 11 | -4 | 1 |
| COc1ccc(OC)c(C2C(C#N)=C(N)Oc3cc(C)[nH]c(=O)c32)c1 (centres undefined) | -5 | 6 | 2 | -2.6 | 5 | 13 | 2 | 2 |
| O=C(CSc1nnc(CNC(=O)c2ccco2)o1)Nc1ccc(Br)cc1 | 0 | 3 | 17 | -0.3 | 11 | 1 | -3 | 1 |
| CC(C)C(C(=O)N1CCN(Cc2ccccc2)CC1)c1ccccc1 (centres undefined) | -2 | 35 | -6 | 0.2 | 16 | 15 | -3 | -14 |
| NNC(=O)c1cccn(Cc2cccc(C(F)(F)F)c2)c1=O | -2 | 19 | 3 | -2.1 | -22 | 16 | -1 | -9 |
| Cc1c(C(=O)NC2CCCc3ccccc32)oc2ccc(S(=O)(=O)N3CCCCC3)cc12 (centres undefined) | 1 | -37 | -16 | 0.7 | -15 | 28 | 14 | 11 |
| Cc1cc(NC(=O)c2ccccc2C)ccc1NC(=O)c1ccccc1Cl | -2 | -8 | 6 | 1.1 | -14 | 11 | 0 | -16 |
| CCN(CC)S(=O)(=O)c1ccc2c(c1)c(=O)c(C(=O)NCCc1ccccc1)cn2C | -3 | 7 | -3 | 2.1 | 14 | -5 | -7 | 8 |
| O=C(CSc1ncnc2c1sc1ccccc12)Nc1ccc(Br)cc1 | -3 | 3 | -22 | 1.6 | 15 | 20 | 0 | -4 |
| COc1ccc(/C(=N/OC(C)=O)c2nccc3cc(OC)c(OC)cc23)cc1OC | 3 | 2 | 4 | 0.4 | -6 | 23 | 1 | -2 |
| O=S1(=O)N=C(N2CCN(Cc3ccc4c(c3)OCO4)CC2)c2ccccc21 | 1 | 14 | 1 | 0.2 | 11 | 4 | -2 | 5 |
| COC(=O)c1ccc(SC2CCCCC2)c([N+](=O)[O-])c1 | -2 | 5 | 6 | -0.3 | 21 | 15 | -1 | 1 |
| O=C(c1ccc(Cl)cc1)c1ccc(OCC(O)CN2CCOCC2)cc1 (centres undefined) | -1 | 5 | 14 | -1.1 | -31 | 17 | 2 | -6 |
| CCN(c1ccccc1)S(=O)(=O)c1cc(C(=O)OC(C)C(=O)Nc2ccc3c(c2)OCCO3)ccc1C (centres undefined) | -4 | 4 | -6 | 0.2 | -5 | 16 | -2 | 13 |
| COc1cc(C(=O)NCC(=O)OCC(=O)Nc2nnc(-c3ccccc3)o2)cc(OC)c1OC | -3 | -9 | 8 | 0.4 | -6 | -8 | -1 | 1 |
| CCCNC(=O)Cn1cnc2sc(C(=O)N3CCN(CCC)CC3)c(C)c2c1=O | 1 | 6 | 12 | 0.1 | 10 | 6 | 1 | 6 |
| Cc1ccc(S(=O)(=O)N2CCC(=O)N2)cc1 | -17 | 8 | 37 | 1.7 | 6 | 17 | 1 | 6 |

3 structures out of the list, sorted by formula weight, rising.
| Molecule | APJ agonist | tim23-1 inh | APJ antagonist | CHOP UPR activ | 697 NFkB inh | Mdm2 MdmX PPI | UPR XBP1 act | Jurkat NFkB inh |
| --- | --- | --- | --- | --- | --- | --- | --- | --- |
| Cc1ccc(S(=O)(=O)N2CCC(=O)N2)cc1 | -17 | 8 | 37 | 1.7 | 6 | 17 | 1 | 6 |
| NNC(=O)c1cccn(Cc2cccc(C(F)(F)F)c2)c1=O | -2 | 19 | 3 | -2.1 | -22 | 16 | -1 | -9 |
| COc1ccc(OC)c(C2C(C#N)=C(N)Oc3cc(C)[nH]c(=O)c32)c1 (centres undefined) | -5 | 6 | 2 | -2.6 | 5 | 13 | 2 | 2 |

Later entries.
| Molecule | APJ agonist | tim23-1 inh | APJ antagonist | CHOP UPR activ | 697 NFkB inh | Mdm2 MdmX PPI | UPR XBP1 act | Jurkat NFkB inh |
| --- | --- | --- | --- | --- | --- | --- | --- | --- |
| Cc1ccc(OCC(=O)N/N=C\c2cccn2C)c([N+](=O)[O-])c1 | 0 | 8 | 3 | 4.3 | -31 | -11 | 0 | 11 |
| CCOc1cc(OCC)cc(C(=O)NC(=S)Nc2cccc(C(F)(F)F)c2)c1 | -1 | 13 | 10 | 0.8 | -4 | 30 | -2 | -1 |
| Cc1ccc(NC(=O)CCCC(=O)OC(C)C(=O)c2ccccc2)cc1 (centres undefined) | -3 | 11 | 15 | 0.5 | 19 | -8 | 2 | -4 |
| CN(Cc1ccccc1)C(=O)c1ccc2c(c1)S(=O)(=O)N=C1CCCCCN12 | 1 | 2 | -9 | -0.3 | 9 | 16 | 0 | 4 |
| COc1ccc(S(=O)(=O)Nc2ccc3oc(C)c(C(=O)O)c3c2)cc1 | -3 | 9 | 20 | -1.9 | 9 | 20 | -2 | -3 |
| C=CCn1c(SCC(=O)Nc2nc(C)cs2)nnc1C(NC(=O)c1ccccc1)C(C)C (centres undefined) | -4 | -2 | 7 | -1.1 | 15 | 2 | -1 | 2 |
| O=C(c1cc2ccccc2oc1=O)N(Cc1ccccc1)C1CCS(=O)(=O)C1 (centres undefined) | 2 | -1 | -7 | 5.1 | -1 | -38 | 2 | -10 |
| O=C(c1cccc(Br)c1)N1CCN(S(=O)(=O)N2CCCCCC2)CC1 | -3 | 28 | 11 | 0.1 | -6 | 19 | -4 | 0 |
| CC(=O)NC1(c2cccc(F)c2)CCN(CC(=O)NC2CCCCC2)CC1 | 2 | 9 | 25 | 0.0 | -3 | 25 | 2 | -11 |
| CCN(CCNCC(O)COCc1ccc(Cl)cc1)c1cccc(C)c1 (centres undefined) | -4 | -4 | 10 | 1.4 | 14 | 39 | 1 | 14 |
| CCN(Cc1ccccc1)C(c1cc2ccc(C)cc2[nH]c1=O)c1nnnn1CCOC (centres undefined) | -1 | 20 | -11 | -3.6 | 0 | 22 | 2 | 14 |
| Cc1oc2c(c(C)cc3oc(=O)c(CC(=O)NCC(=O)NCC(=O)NCC(C)O)c(C)c32)c1C (centres undefined) | -1 | 12 | -1 | -0.1 | 4 | -26 | -1 | 11 |
| Cc1ccc(CNC(=O)CCn2c(=O)oc3ccccc32)cc1 | -1 | 4 | -7 | 1.8 | -1 | 7 | -2 | 6 |
| CC1=C(C(=O)OC(C)C)C(c2cccc([N+](=O)[O-])c2)n2c(cc(=O)[nH]c2=S)N1 (centres undefined) | -1 | 13 | -8 | 0.3 | -50 | -27 | 1 | -8 |
| CCOC(=O)c1ccc(NS(=O)(=O)c2c(C)[nH]c(C)c2C(=O)N2CCCCC2)cc1 | -1 | 5 | 10 | -0.5 | 7 | -15 | 5 | -1 |
| COc1ccc2oc(=N)c(C(=O)Nc3ccc(Cl)cc3)cc2c1 | -2 | 16 | 1 | 9.0 | 3 | 1 | 3 | 9 |
| COc1ccc(C(=O)Nc2ccc(S(=O)(=O)NCc3ccco3)cc2)cc1OC | -4 | -7 | 5 | 1.9 | 2 | -3 | 0 | 2 |
| Cc1onc(-c2ccccc2Cl)c1C(=O)NC(=S)Nc1ccc(C(C)(C)C)cc1 | -1 | 3 | 20 | -1.3 | 15 | 30 | -4 | 11 |
| Cn1c(SCC(=O)Nc2ncc(C(F)(F)F)cc2Cl)nnc1-c1ccc(Cl)cc1 | 0 | 7 | 3 | 0.1 | -10 | -23 | 0 | 13 |
| O=C(O)c1ccc(NCc2cccnc2)c([N+](=O)[O-])c1 | -3 | 14 | -7 | 0.2 | -12 | 3 | -5 | -11 |
| COCCn1c(C)cc(C(=O)CSc2nnc(C3CC3)n2C2CC2)c1C | -4 | 0 | 2 | 0.5 | 6 | 37 | -2 | -12 |
| C=CCN1C=CC(=CC=C(C#N)C#N)C=C1 | 1 | 0 | 16 | 2.8 | -4 | 4 | -2 | 2 |
